Compound activity (PubChem BioAssay)
Ins promoter up: insulin promoter activators in MIN6 cells, imaging, high-content screening, mouse beta cells; MIN6 insulin promoter-GFP reporter; active compounds read high; z-score at 5 µM; 190,000 tested, 0.3% active;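 active = z-score above 3 at 5 µM with at least 500 cells counted in the well; inconclusive = wells under 500 cells, flagged as cytotoxic or low count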
Dynein transport: inhibitors of GR-EGFP nuclear translocation, primary screen, dynein cargo transport inhibitor project, imaging, high-content, 3617.4 mouse cells; test concentration mostly 20 µM; stimulated with dexamethasone, 1 µM; active compounds read low; z-score, hits read low; 220,000 tested, 0.47% active; AID 1381, 2008;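 active = plate z-score of nuclear minus cytoplasmic receptor signal below a set negative limit, without overly bright fluorescence or cell loss, cut at about -3.5 in these data, passing the limit was not always enough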;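 also: z-score of nuclear minus cytoplasmic ring GR-EGFP intensity difference per well; some compounds called inactive have numbers as strong as hits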
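medium = tetracycline-free induction medium containing charcoal-stripped FBS | also added = 1.0 µM final dexamethasone stimulus | schedule = 48 h induction, 1 h compound, 30 min dex at 37 °C | technique = fixed, Hoechst-stained cells imaged at 10x for EGFP | measure = GR-EGFP nuclear translocation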
b-catenin transl: modulators of beta-catenin nuclear translocation, primary screen, imaging, HeLa cells, immunofluorescence, high-content; nuclear translocation activity, % at 5 µM; 190,000 tested, 0.3% active; AID 1665, 2009;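 active = nuclear translocation activity above 50% at 5 µM, with a well cell count of 50 or more; inconclusive = wells under 50 cells across six images, flagged as toxic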;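 also: per-cell ratio of nuclear to cytoplasmic median beta-catenin stain intensity; plate controls were DMSO negative control for no effect and GSK-3 inhibitor IX positive control for full effect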
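assay system = human HeLa cells, endogenous beta-catenin | times = compound treatment 24 h, 37°C, 5% CO2 | detection = Anti-beta-catenin immunofluorescence on PFA-fixed, Triton-permeabilized cells, DAPI nuclei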
WT yeast gro inh: growth inhibition of WT strain, primary screen, mitochondrial fusion inhibitor project, WT and mutant strains, chemical genetic. mitochondrial fusion phenotypic screen. inhibition, % at 10 µM. 190,000 tested, 2.1% active; in the data active = inhibition above about 58%; tested in S. cerevisiae
human PMI inhibition: inhibitors of human PMI, primary screen, biochemical, fluorescence intensity, coupled assay (AID 1209); 190,000 tested, 0.42% active; inhibition, % at 20 µM; hits with a dose series show IC50 in µM; purified PMI enzyme, coupled fluorescence intensity; higher % means a stronger effect;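 also: plate controls were DMSO vehicle for no effect and wells lacking substrate for full effect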
Yfh1-depleted yeast: enhancers of respiration in Yfh1-depleted yeast, dose response, Friedreich's ataxia, plus single-dose screen (AID 1465). S. cerevisiae Yfh1-off respiration, WST-1 reduction, 72 h; higher fold induction means a stronger effect. one-dose fold induction at 50 µM; EC50 in µM for titrated hits. 220,000 tested, 0.074% active;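 active = fold induction of absorbance versus untreated yeast above a set limit, then at least 30% activation at any dose in follow-up; inconclusive = repeats straddling the limit, or above it without dose testing; inactive = fold induction below the set limit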;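 also: activators that raise dye reduction in frataxin-depleted yeast; strong numbers were not always called active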
Autophagy mod: autophagy modulators in MEF cells, primary screen, imaging, high-content, MEF GFP-LC3. MEF GFP-LC3 puncta imaging; test concentration mostly 10 µM. calls only at 10 µM (by protocol). 190,000 tested, 0.98% active. AID 463193, 2010;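 active = percentage of spot-positive cells more than 3 SD above its plate mean, without a fluorescence outlier flag or 80% toxicity; inconclusive = no clear call, values can overlap the other calls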;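 also: spot-positive cell cutoff set from DMSO-treated cells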
MT stabilizer: microtubule stabilizers in HeLa cells, primary screen, imaging, high-content imaging; HeLa tubulin immunostaining HCS, 24 h; share of cells brighter than vehicle mean+2SD; % tubulin-high responders, % at 10 µM; 200,000 tested, 0.83% active; AID 2205, 2009;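 active = plate Z-score above 3 for both tubulin-high and condensed-nucleus cell shares, with cell loss under 80%, at 10 µM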;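 also: anti alpha tubulin signal scored within the nucleus-defined area of each cell; some results filed as inactive read as strong as hits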
human PMI inhibitors: human PMI inhibitors, high substrate, primary screen, biochemical, fluorescence intensity, high mannose 6-phosphate (AID 1220) | recombinant PMI enzyme, coupled fluorescence intensity; higher % means a stronger effect | inhibition, % at 20 µM; hits with a dose series show IC50 in µM | Mannose-6-phosphate isomerase (Homo sapiens) | 190,000 tested, 0.66% active
WT yeast gro inh mutant strain: recorded beside WT yeast gro inh, whose call it bears; inhibition, %; mitochondrial fusion phenotypic screen, mutant strain inhibition
Dynein transport cytoplasmic EGFP: recorded beside Dynein transport, whose call it bears; z-score; measured here: cytoplasmic GR-EGFP intensity; active compounds read high
Dynein transport nuclear GR-EGFP: second read-out of Dynein transport, no call of its own (marks repeat the call); z-score; measured here: nuclear GR-EGFP intensity;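 lower value marks the stronger effect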
Dynein transport cell count: recorded beside Dynein transport, whose call it bears; z-score; measured here: cell count per field
Ins promoter up cell count: also measured in Ins promoter up; calls as there; cell count; measured here: cytotoxicity, nuclei count;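 total cells summed across four imaged fields per well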
b-catenin transl cell count 5 µM: recorded beside b-catenin transl, whose call it bears; cell count; measured here: cell count, cytotoxicity flag
MT stabilizer Hoechst-high %: further read-out of MT stabilizer, marked with its call; % Hoechst-high responders; measured here: nuclear condensation Hoechst responders;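 share of cells brighter than vehicle mean plus two SD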
MT stabilizer cytotoxicity %: further read-out of MT stabilizer, marked with its call; toxicity, %; measured here: cytotoxicity by cell density;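 0% = mean cell density of plate MIN control wells and 100% = no cells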
Autophagy mod cell loss 18 h: recorded beside Autophagy mod, whose call it bears; toxicity, %; measured here: cell loss, nuclei count;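 cell loss after 18 h compound exposure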
Starred values were filed as active, the others as inactive; i = inactive; ? = inconclusive; . = not tested or not shown. Rule as the data show it, unless noted: active = inhibition above about 50%; inactive = the rest.

SMILES	Ins promoter up	Ins promoter up cell count	Dynein transport	Dynein transport cytoplasmic EGFP	Dynein transport nuclear GR-EGFP	Dynein transport cell count	b-catenin transl	b-catenin transl cell count 5 µM	WT yeast gro inh	WT yeast gro inh mutant strain	human PMI inhibition	Yfh1-depleted yeast	Autophagy mod	Autophagy mod cell loss 18 h	MT stabilizer	MT stabilizer Hoechst-high %	MT stabilizer cytotoxicity %	human PMI inhibitors
O=C(CCCC(=O)NCCc1ccccc1)NCCc1ccccc1	-0.27	1253	0.303	-0.296	0.903	-0.435	-3.2	552	6.7	-4.5	-4.1%	i	i	14.1	2.5	3.4	4.1	-8.4%
Cc1nn(CCC(=O)NNC(=S)Nc2ccc(F)cc2)c(C)c1Br	-0.23	1321	0.253	-0.247	0.117	-0.0731	-1.5	488	2.0	10.8	-0.2%	i	i	9.6	2.2	3.0	7.6	3.5%
COCCCn1c(=NC(=O)c2ccccc2)c(C#N)cc2c(=O)n3cccc(C)c3nc21	-0.09	1336	-0.25	1.39	0.109	0.362	-0.8	1184	.	.	.	i	.	.	.	.	.	.
COc1ccc(/C=C(\C#N)C(=O)Nc2ccc3[nH]c(=O)[nH]c3c2)cc1	0.22	1095	0.491	-0.0106	1.14	-0.724	0.5	1317	.	.	.	i	.	.	.	.	.	.
CN1CCN(c2nc(-c3ccccc3)cc(C(F)(F)F)n2)CC1	.	.	0.58	-0.18	0.169	-0.036	.	.	21.2	0.6	-9.2%	i	i	17.7	3.7	1.7	2.0	4.3%
CCOCCCn1c(SCC(=O)Nc2cccc(S(=O)(=O)NC3=NCCCCC3)c2)nc2ccccc2c1=O	0.12	990	-0.141	-0.275	-0.178	0.829	-1.7	1356	.	.	.	i	.	.	.	.	.	.
O=Cc1ccc(-c2ccc(Cl)cc2Cl)[nH]1	0.72	1344	0.615	-0.197	0.582	-0.836	-0.4	1150	35.0	16.6	12.0%	i	i	-25.2	5.6	4.3	2.1	4.7%
Cc1ccc(N2C(=O)N(CC(=O)N3CCOCC3)C(=O)C2C)cc1 (stereo unspecified)	-0.1	1217	0.41	-0.27	-0.0993	0.374	-0.7	1074	11.7	9.5	-5.6%	i	i	5.5	0.9	0.9	5.8	-1.9%
CCN(CC)S(=O)(=O)c1cc(NC(=O)[C@@H](NC(N)=O)C(C)C)ccc1C	0.12	1232	-0.466	-0.329	0.26	0.584	-2.1	1007	6.7	-0.9	2.9%	i	i	14.5	3.0	3.2	4.3	15.8%
O=C(Nc1ccc(N2CCN(c3ncccc3C(F)(F)F)CC2)nc1)c1cccs1	-0.82	1235	0.485	-0.265	0.226	0.721	4.5	1024	.	.	.	i	.	.	.	.	.	.
C=CCn1c(C#N)c(N)sc1=N	0.22	1540	-0.407	-0.366	0.0934	0.334	-2.3	1389	-4.5	3.4	2.4%	i	i	51.9	4.2	2.7	15.9	3.6%
CCOC(=O)N=Nc1c2ccccc2c2nc3no[nH]c3nc12	-1.5	619	0.188	-0.314	0.82	-0.0825	-2.4	548	95.8*	94.6*	-6.7%	i	?	.	5.0	6.9	77.8	42.9%
CCOC(=O)C1CCN(C2CCN(Cc3nc(-c4ccccc4)no3)CC2)CC1	0.32	1360	-1.17	-0.267	-0.467	1.07	-0.2	1114	-4.4	16.4	3.2%	i	i	17.7	5.9	2.1	4.1	-5.9%
CCCNC(=O)COC(=O)/C=C/c1cccc(F)c1	0.55	1507	0.0862	-0.19	-0.514	0.104	-1.7	1094	4.2	6.6	3.1%	i	i	-9.7	1.4	2.2	5.2	1.6%
O=C(C[n+]1cccc(NC(=O)c2ccccc2)c1)c1cccc([N+](=O)[O-])c1	1.7	1497	-1.62	-0.14	-0.797	0.0339	3.3	970	-3.7	-13.3	-15.8%	i	i	7.0	3.2	2.4	4.7	-4.2%
CCN(CC)CCNC(C(=O)Nc1cccc(C(C)=O)c1)c1ccccc1 (stereo unspecified)	0.27	1148	0.821	-0.0382	0.728	-1.13	0.5	1022	-8.8	-8.0	-20.5%	i	i	-0.6	3.1	3.8	11.8	-12.5%
CCN(CC)CCCNc1nc(-c2ccccc2)nc2ccccc12	-1.45	526	0.632	-0.237	0.329	1.34	-5.8	1267	-20.7	8.7	-15.5%	i	i	-5.4	3.1	2.3	5.6	-22.3%
Cc1cccc(SCc2noc(C(=O)NCC3CCCO3)c2C(=O)O)c1 (stereo unspecified)	-0.33	1669	0.177	-0.238	-0.65	-0.0235	0.1	1270	-10.3	-4.5	-8.3%	i	i	2.9	2.2	1.8	6.3	-12.9%
COc1ccc(CN2CCN(Cc3csc(C(C)=O)c3)CC2CCO)c(C)c1C (stereo unspecified)	-0.07	1459	0.0775	-0.201	0.0477	-0.211	-1.3	1044	5.5	4.7	-0.2%	i	i	-12.1	4.1	2.5	8.2	-1.9%
Cc1c(NC(=S)NC(=O)c2ccc(-c3ccc(Cl)cc3)o2)cccc1C(=O)O	-0.5	1171	1.61	-0.259	0.839	-0.777	2.9	1033	-0.6	-8.2	1.2%	i	i	0.7	2.4	2.3	0.0	-1.4%
Clc1ccc(-c2cnc3n2CCCCC3)cc1	-0.23	1196	0.693	0.285	0.506	-0.563	-0.1	1071	9.9	-2.8	-2.1%	i	i	5.6	2.9	2.8	3.2	-3.6%
Cc1ccc([N+](=O)[O-])cc1S(=O)(=O)NCCc1cn2ccccc2n1	1.59	1078	-1.2	-0.23	0.0385	-0.0954	0.3	1256	.	.	.	i	.	.	.	.	.	.
CCN(CC)C(=S)SC1CCCCN(C(=O)c2ccccc2)C1=O (stereo unspecified)	-0.12	1367	0.635	-0.266	0.0138	0.856	1.8	1240	.	.	.	i	.	.	.	.	.	.
Cc1ccccc1N1C(=O)N(c2cccc(C(F)(F)F)c2)C2CS(=O)(=O)CC21 (stereo unspecified)	-0.78	1336	3.73	-0.139	1.53	-1.61	-2.6	932	16.1	67.0	-7.6%	i	i	9.3	2.1	1.8	6.6	9.5%
Cc1ccc([N+](=O)[O-])cc1N/C=C/C(=O)c1ccco1	0.25	1407	0.193	-0.165	0.823	0.502	4.1	1200	3.7	17.8	5.2%	i	i	-12.9	1.6	1.4	4.6	10.4%

Next section.
SMILES	Ins promoter up	Ins promoter up cell count	Dynein transport	Dynein transport cytoplasmic EGFP	Dynein transport nuclear GR-EGFP	Dynein transport cell count	b-catenin transl	b-catenin transl cell count 5 µM	WT yeast gro inh	WT yeast gro inh mutant strain	human PMI inhibition	Yfh1-depleted yeast	Autophagy mod	Autophagy mod cell loss 18 h	MT stabilizer	MT stabilizer Hoechst-high %	MT stabilizer cytotoxicity %	human PMI inhibitors
CS(=O)(=O)N(Cc1ccc(Cl)cc1)c1ccc(C(=O)NCCSc2ccccn2)cc1	.	.	-0.899	-0.0659	-0.202	-0.505	1.4	1046	-1.7	2.5	19.7%	i	i	3.3	3.6	2.0	5.9	9.6%
CCOc1ccccc1OCC(=O)OCC(=O)Nc1ncc(Cl)cc1Cl	0.88	1215	-0.731	-0.194	-0.126	0.0452	-3.2	911	8.8	10.1	3.2%	i	i	-11.4	5.5	3.6	4.6	16.5%
O=C(C1=C[C@@H](c2csc3ccccc23)C[C@@H](OCc2ccc(CO)cc2)O1)N1CCOCC1	-0.7	1398	-1.27	-0.265	-0.454	0.669	-1.8	1201	-2.9	2.9	17.0%	i	i	4.6	2.9	1.4	1.4	17.8%
Cc1ccc(Cn2nnc3c(=O)n(Cc4ccccc4C)cnc32)cc1	.	.	-0.528	-0.173	0.04	0.162	-2.8	1139	-11.6	-8.8	3.5%	i	i	18.2	6.6	2.1	4.7	4.4%
COc1cccc(C2NC(=O)NC(C)=C2C(=O)OCCSC)c1OC (stereo unspecified)	.	.	-0.879	0.415	-0.249	0.603	.	.	7.5	-9.0	.	i	i	-3.7	2.3	2.2	8.5	.
Cc1ccc(S(=O)(=O)n2ccc(=O)[nH]2)cc1	0.43	1366	-0.683	-0.306	-0.158	0.467	1.8	1065	-5.1	-5.8	14.6%	i	i	0.2	1.4	1.2	11.9	7.4%
Cc1cc(C)nc(SCC(=O)Oc2ccc3oc(=O)cc(C)c3c2)n1	-1.21	1233	1.56	-0.232	1.41	-1.87	-0.8	1454	8.2	-3.9	7.2%	i	i	14.5	5.3	2.3	3.1	19.7%
CC1(C)CC(=O)C(C=Nc2ccc(C(=O)c3ccccc3)cc2N=CC2=C(O)CC(C)(C)CC2=O)=C(O)C1	0.2	1245	1.99	-0.185	1.16	-1.11	-5.6	1125	21.2	20.5	-18.9%	i	i	35.9	4.7	2.3	19.5	5.5%
Nn1cc(-c2ccccc2)nc1SCC(=O)NCCN1C(=O)CSC1=O	0.1	1313	-0.572	-0.193	0.0916	0.00399	-5.4	1013	7.3	4.9	3.2%	i	i	-10.9	3.1	2.4	9.5	5.2%
CC(=O)c1ccc(Nc2c3c(c(C#N)c4nc5ccccc5n24)CCC3)cc1	-0.14	1484	0.584	-0.271	0.105	-0.0604	0.6	1061	-5.0	-5.5	7.8%	i	i	8.2	0.9	4.5	10.9	9.3%
CCOC(=O)c1sc(=S)n(-c2ccccc2OC)c1N	-0.01	1657	-0.0993	-0.214	0.787	-0.527	-1.1	1068	5.2	8.5	21.8%	i	i	-53.3	1.8	1.2	6.2	11.2%
Cc1ccc(CNC(=O)CCn2c(=O)oc3ccccc32)cc1	0.31	1090	-0.387	-0.208	0.23	0.703	-0.7	1322	.	.	.	i	.	.	.	.	.	.
Cc1nc(-c2ccccc2)sc1-c1nnc(C2CC2)o1	-0.26	1351	-0.165	-0.203	-0.0877	-0.185	-0.4	1143	.	.	.	i	.	.	.	.	.	.
